High-throughput results deposited in PubChem by several laboratories.
Kir21 inh: blocks the mouse Kir2.1 inward-rectifier potassium channel; HEK293-Kir2.1, FluxOR thallium flux fluorescence; stronger effect = lower value; B-score at 10 µM; actives 0.85% (n = 310,000);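 active = fluorescence ratio B-score at or below minus 3 SD of library scores, with starting-brightness B-score within 2 SD, cut at about -4.2 in these data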;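 also: channel flux triggered by added potassium and thallium sulfate stimulus; B-score of peak minus minimum fluorescence over baseline after thallium stimulus; more negative B-score means stronger Kir2.1 block with less thallium influx; some compounds called inactive have numbers as strong as hits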
Target sequence (P35561 whole entry, looked up): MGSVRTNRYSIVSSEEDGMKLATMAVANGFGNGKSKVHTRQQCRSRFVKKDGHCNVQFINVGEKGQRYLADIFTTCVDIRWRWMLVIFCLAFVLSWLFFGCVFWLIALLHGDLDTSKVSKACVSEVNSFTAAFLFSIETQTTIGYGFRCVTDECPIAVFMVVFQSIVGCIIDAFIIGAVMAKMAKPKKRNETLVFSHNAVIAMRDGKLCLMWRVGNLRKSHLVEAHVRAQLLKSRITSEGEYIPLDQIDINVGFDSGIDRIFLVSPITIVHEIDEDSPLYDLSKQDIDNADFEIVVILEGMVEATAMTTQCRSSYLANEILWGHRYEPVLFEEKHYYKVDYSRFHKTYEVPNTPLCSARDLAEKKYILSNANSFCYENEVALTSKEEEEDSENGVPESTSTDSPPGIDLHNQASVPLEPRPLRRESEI
STK33 inh: inhibitors of human STK33 kinase. Q9BYT3. purified STK33, MBP phosphorylation, ADP-Glo luminescence. inhibition, % at 10 µM. actives 0.073% (n = 320,000);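 active = inhibition at or above 25%, using the most active replicate where run in duplicate; inactive = inhibition below 25%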
Target sequence (Q9BYT3 whole entry, looked up): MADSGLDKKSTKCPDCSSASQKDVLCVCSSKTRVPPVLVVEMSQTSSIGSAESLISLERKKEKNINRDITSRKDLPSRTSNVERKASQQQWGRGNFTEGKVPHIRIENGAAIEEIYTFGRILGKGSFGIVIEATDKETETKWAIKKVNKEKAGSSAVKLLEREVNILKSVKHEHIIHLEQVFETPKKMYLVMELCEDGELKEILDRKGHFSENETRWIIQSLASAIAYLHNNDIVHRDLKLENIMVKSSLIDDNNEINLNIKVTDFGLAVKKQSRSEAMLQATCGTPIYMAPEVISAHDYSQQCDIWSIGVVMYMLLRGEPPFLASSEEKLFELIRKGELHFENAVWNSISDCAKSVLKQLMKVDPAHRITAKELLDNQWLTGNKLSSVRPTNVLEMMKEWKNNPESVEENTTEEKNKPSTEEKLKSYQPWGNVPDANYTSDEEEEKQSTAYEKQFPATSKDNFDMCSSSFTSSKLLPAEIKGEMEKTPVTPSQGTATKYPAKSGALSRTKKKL
The depositor's hits bear a star; . = no result given; & = joins results of further samples.

STK33 inh	Kir21 inh	molecule
-1.4	-0.59	CCOC(=O)c1ccc(NC(=O)CCn2c(=O)oc3ccccc32)cc1
0.2	0.27	COc1ccc(NC2CCCCC2NS(=O)(=O)c2ccc(C)cc2)cc1 (stereo not given)
.	-0.19	Cc1cccc(C(=O)NCC(=O)Nc2ccncc2)c1
0.9	0.82	COc1cccc(-c2nnc(SCC(N)=O)n2-c2ccc(Cl)cc2)c1
0.8	1.82	O=C(N1CCCCC1)N1CCN(C(=O)N(c2ccccc2)c2ccccc2)CC1
-0.9	-0.67	O=C(NN1C(=O)/C(=C/c2cccs2)SC1=S)c1ccccc1
0.6	0.13	CCCNC(=O)c1cc(C)no1
-0.1	0.56	O=S(=O)(Nc1ccc(Br)cc1)c1cccc2cccnc12
-2.0	.	NS(=O)(=O)c1cccc(NC(=O)CSc2n[nH]c(-c3cccs3)n2)c1
-1.3	-0.84	C=CCN1CCN(C(=O)c2ccc(-c3ccccc3)cc2)CC1
0.1	0.32	CCOc1ccc(N(C(C)C(=O)NC2CCCCCC2)S(C)(=O)=O)cc1 (stereo not given)
0.3	0	CN(C)c1nn(C(=O)Nc2ccc(Cl)cc2Cl)cc1-c1ccccc1
-0.1	0	CCCc1cc(=O)[nH]c(SCc2ccc(F)cc2)n1
-0.3	0.75	O=S(=O)(CCSc1ccccn1)c1nc2ccccc2s1
0.3	-0.91	CCCCCCC1C(C#N)=C(N)OC2=C1C(=O)CCC2 (stereo not given)
-1.7	0.25	CC(=O)c1ccc(NC(=O)C2CCN(S(=O)(=O)c3cccc4nonc34)CC2)cc1
-1.7	-0.09	O=C(/C=C/c1ccccc1)N/C(=C/c1ccccc1)C(=O)N1CCOCC1
-0.3	0.77	Cc1ccc(C(C(=O)NC2CCCC2)N(C(=O)Cc2cccs2)c2cccc(C)c2C)o1 (stereo not given)
-1.0	.	CCN(Cc1nc2ccccc2c(=O)[nH]1)C(=O)c1cc2c(s1)CCCCC2
1.0	0.29	Cc1ccc(C)c(N2CCN(C(=O)C3CCCN(S(=O)(=O)c4cnc[nH]4)C3)CC2)c1 (stereo not given)

STK33 inh	Kir21 inh	molecule
-1.4	0	COc1ccc(NC(=S)N(CCC(C)C)C2CCN(C(C)=O)CC2)cc1
0.3	0.2	Cc1nnc(SCCC(=O)Nc2nc(-c3ccccc3)ns2)s1
2.6	0.54	CC(=O)Nc1ccc(NC(=O)c2ccc([N+](=O)[O-])cc2Cl)cc1
-0.7	1.26	Cc1ccc(C)c(Oc2coc3cc(O)ccc3c2=O)c1
-0.4	2.01	COc1ccc(CN2CC(C(=O)NCC3CCCO3)CC2=O)cc1 (stereo not given)
-0.6	-0.14	O=C(CCC(=O)N1CCN(c2cccc(Cl)c2)CC1)N1CCN(c2ccccc2)CC1
0.3	-0.51	Cc1ccc(NC(=S)Nc2nc(CC(=O)Nc3ccccc3)cs2)cc1
0.3	-0.4	CC(C)c1cc(C(=O)O)c2cnn(C(C)C)c2n1
0.8	-0.9	C/C(=N\NS(=O)(=O)c1ccccc1)c1ccc2c(c1)OCO2
-0.2	-1.82	CCN(CC(=O)Nc1ccccc1C(F)(F)F)C(=O)CSCc1ccc(C)cc1
-0.3	.	COc1ccc(NC(=O)COC(=O)Cc2c[nH]c3ccccc23)cc1Cl
-0.7	0.46	CNC(=O)C(=O)NCCN1CCN(S(=O)(=O)c2ccc3ccccc3c2)CC1
0.1	1.9	CCNC(=S)NNC(=O)c1ccoc1C
-1.3	0.56	CCOC(=O)N1CCN(C(=O)C2COc3ccccc3O2)CC1 (stereo not given)
0.9	.	Cc1nc2ccc(NS(=O)(=O)c3c(F)cc(F)cc3Br)cc2s1
-0.1	1.79	C/C(N)=C(/C#N)C(=O)CSc1nc2cc(Cl)ccc2s1
1.7	.	CC(=O)Nc1oc(-c2cccc3ccccc23)nc1C#N
-13.8	0.47	Cc1nc2ccc(-c3ccccc3)cc2o1
0.2	-0.26	Cc1cccc(C)c1NC(=O)N1CCN(C2CCCCC2)CC1
0.0	-1.97	COc1ccc(S(=O)(=O)Nc2cccc(S(=O)(=O)N3CCCCCC3)c2)cc1

STK33 inh	Kir21 inh	molecule
-0.2	1.36	Cc1ccc(CC(=O)Nc2ccc(F)c([N+](=O)[O-])c2)cc1C
-2.0	-0.05	CCOc1ccccc1NC(=S)N1CCN(c2ccc(O)cc2)CC1
-0.9	-0.61	O=S(=O)(c1ccccc1Cl)N1CCCC(c2nc(-c3cccnc3)no2)C1 (stereo not given)
.	-1.76	Brc1cccc(-c2nnc3sc(CNCc4ccco4)cn23)c1
-0.3	-0.17	CC(C)CNC(=O)C(=O)NCC1OCCCN1S(=O)(=O)c1ccc2c(c1)OCCO2 (stereo not given)
-0.4	0.41	CCOc1ccc(-c2nnc(N)s2)cc1
-2.3	0.15	CCn1c2ccccc2c2nnc(SCC(=O)Nc3ccc4c(c3)OCO4)nc21
0.5	-1.01	Cc1ccc(NC(=O)c2ccc3c(c2)OCCO3)cc1C
-0.8	-0.85	Cn1c(-c2ccccc2)cnc1SCC(N)=O
-0.6	-1.92	Cc1cc(SCC(=O)c2ccccc2)nc(SCC(=O)c2ccccc2)n1
-1.7	0.06	COCCNC(=O)C(c1ccc(C)o1)N(Cc1cccs1)C(=O)c1snc(C(N)=O)c1N (stereo not given)
-0.8	-0.81	O=C(c1ccc(Cl)c([N+](=O)[O-])c1)N1CCCc2ccccc21
-1.3	0.1	Nc1c(/C=C2/C=CC(=O)C(O)=C2)c(=O)nc2sc(CC(=O)N3CCCCC3)nn12
.	-0.5	COc1ccc(OC)c(-n2c(N)c(C(=O)NCC3CCCO3)c3nc4ccccc4nc32)c1 (stereo not given)
-0.5	-0.08	COc1ccc2nc(C)cc(C(=O)O)c2c1
-1.0	0.47	CC(C)CN(C(=O)CN(C)C(=O)Cc1ccccc1Cl)c1c(N)n(CC(C)C)c(=O)[nH]c1=O
-1.3	0.19	COc1ccccc1CNC(=O)CCNS(=O)(=O)c1ccc2c(c1)CC(C)N2C(C)=O (stereo not given)
5.5	-0.05	COC(=O)C1=C(C)NC(=O)CC1c1cc(Br)ccc1F (stereo not given)
.	-0.05	CC(CN1CCCCC1)OC(=O)COc1ccc(Cl)cc1 (stereo not given)
-0.9	1.24	COc1ccc(/C=N/NC(=O)c2ccc3c(c2)OCO3)c(C(=O)O)c1OC

STK33 inh	Kir21 inh	molecule
-1.6	0.97	Cc1cc(NC(=O)CCN2C(=O)C3C4CCC(C4)C3C2=O)cc(C)c1Br (stereo not given)
0.8	-0.42	Cc1cc(C)cc(-c2nnc(SCc3ccc(C(=O)O)cc3)o2)c1
-0.7	-0.04	O=C(Nc1nc2ccccc2[nH]1)Nc1ccccc1F
-1.8	0.53	CCOC(=O)C1CCCN(C(=O)c2ccc3c(=O)n(Cc4ccccc4OC)c(=S)[nH]c3c2)C1 (stereo not given)
-1.1	0.15	NS(=O)(=O)c1ccc(CCNC(=O)CN2CCN(Cc3cccc(C(F)(F)F)c3)CC2)cc1
0.0	.	Cc1ccc(C(=O)NCCc2ccccc2)cc1S(=O)(=O)N1CCOCC1
0.3	-0.03	COc1n[nH]c2nncnc12
-1.4	-1.07	CNC(=O)C(=O)N/N=C/c1ccccn1
0.1	-0.59	COc1ccc2[nH]cc(/C=C/c3cc[n+](C)cc3)c2c1
-2.2	-0.33	CCN(CC)S(=O)(=O)c1ccc2[nH]c(=O)cc(C(=O)NCc3ccccc3)c2c1
-0.8	1.98	C=CCNC(=O)CSc1nnc(C(CC)N(C)C)n1C1CCCCC1 (stereo not given)
-0.9	0.3	COc1ccc(/C=C\C(=O)NCC(=O)N/N=C/c2ccc(O)cc2O)cc1
-2.2	-0.57	Cc1cc(C)c(S(=O)(=O)NCc2cn3ccccc3n2)c(C)c1
-0.4	-0.02	COc1ccc(-c2c(C#N)c(N)nc3c2c(=O)n(C)c(=O)n3C)cc1Cl
-1.6	0.51	O=C(Nc1ccc(-c2csc(Nc3cccc(C(F)(F)F)c3)n2)cc1)c1cc([N+](=O)[O-])cc(C(F)(F)F)c1
-0.6	1.4	CCOc1ccc(NC(=O)NC2(C(=O)NCc3ccco3)CCCCC2)cc1
0.0	1.19	Cc1cc(C)nc(Nc2ccc(Br)cc2C(=O)O)n1
0.0	0	CC1CCCCC1NC(=O)CSc1nnc(COc2ccc(Cl)cc2)o1 (stereo not given)
-0.5	.	CN(C)C1=NCCN1CCc1ccc(F)cc1
1.1	-0.86	Cc1ccc(/C=N/NC(=O)Cc2ccc(Cl)cc2)s1

STK33 inh	Kir21 inh	molecule
-0.3	-0.25	CC(C)CNC(=O)CC(=O)N/N=C/c1ccc(Br)cc1
-1.1	0	Cc1nc(SCc2ccc(OCCC(C)C)cc2)n[nH]1
-0.5	0.75	CCn1c(SCC(=O)N2CCOCC2)nc2sc3c(c2c1=O)CCCC3
0.4	-0.26	Cc1ccc(S(=O)(=O)Nc2ccc(NC(=O)CN3CCCCC3)c(Cl)c2)cc1
-1.6	0.73	NS(=O)(=O)c1ccc(CNC(=O)c2cc(-c3cccnc3)nc3ccc(Cl)cc23)cc1
0.0	.	COc1ccc(C(CNC(=O)COc2ccccc2C)N2CCCCC2)cc1 (stereo not given)
-1.1	-0.13	CCc1nnc(NC(=O)CCN2C(=O)CCC2=O)s1
-1.4	-0.98	NC(=O)c1nsc(C(=O)N(CCCN2CCOCC2)C(C(=O)NC2CCCCC2)c2ccc(Cl)cc2)c1N (stereo not given)
-1.4	2.79	O=C(N/N=C/c1cn(-c2ccccc2)nc1-c1cccnc1)c1cccnc1
1.6	0	CC(=O)c1cc(NC(=O)c2ccc(Cl)cc2)c(=O)oc1/C=C/N(C)C
-0.7&-0.7	-0.92&0.65	COc1ccc(-c2cn(-c3ccccc3)c3[n+]2CCS3)cc1
4.2	1.34	COc1cc(OC)cc(-n2nnnc2SCC(=O)NCc2ccc3c(c2)OCO3)c1
-0.4	-1.32	CCOC(=O)N1CCN(C(=S)NC(=O)c2ccc(F)c(F)c2)CC1
-0.7	1.39	Cc1ccccc1NC(=S)NCCO
0.7	-1.84	c1ccc(C2[C@H]3CN(Cc4cccnc4)[C@H](c4ccccc4)C34CC2(c2cccnc2)C4)cc1 (stereo not given in full)
0.7	-0.1	CC1CC(N(C(=O)C2CC2)c2ccccc2)c2ccccc2N1C(=O)C1CC1 (stereo not given)
0.8	1.12	Cc1ccc(C(=O)Nc2nccc(C)n2)cc1
-0.4	-2.76	CCOC(=O)C1CCN(C(=O)CSc2n[nH]c(=O)[nH]c2=O)CC1
-1.2	0.14	O=C(CSc1nnnn1-c1ccccc1F)NNC(=O)c1ccco1
0.6	-0.78	CC(/C=N/Nc1nc(C)cc(=O)[nH]1)=C\c1ccccc1

STK33 inh	Kir21 inh	molecule
.	-2.06	CCn1c(=N)c(S(=O)(=O)c2ccc(Cl)cc2)cc2c(=O)n3ccccc3nc21
-0.1	0.8	COc1ccc(C)cc1NC(=O)CN(C)S(=O)(=O)c1ccc2c(c1)n(C)c(=O)c(=O)n2C
-0.5	0.22	COc1ccc(OC)c(C2C(C(=O)c3ccco3)=C(O)C(=O)N2CC2CCCO2)c1 (stereo not given)
2.0	0.07	C[C@H](NC(N)=O)C(=O)Nc1ccc2c(c1)OCO2
-0.7	-0.05	FC(F)(F)c1nnc2sc(-c3cccs3)nn12
-1.8	0.83	COc1ccc(O[C@H]2C=C[C@@H](c3ccccc3)O[C@@H]2CO/N=C(\C)CCN2CCc3nc(-c4ccccc4)c(-c4ccccc4)cc3C2)cc1
-0.5	0.69	Cc1ccc(S(=O)(=O)N2CCCCC2)cc1NC(=O)CSc1nnc(N)s1
-2.9	2.23	O=C1/C(=C/c2ccccc2)SC(=S)N1C1CCS(=O)(=O)C1 (stereo not given)
0.1	-0.86	COc1ccc(Nc2ncnc3c2oc2ccccc23)cc1
-1.9	-3.59	O=C(NNC(=O)c1sccc1-n1cccc1)Nc1ccc(F)cc1
-0.4	-0.02	CC(C)C(=O)Nc1c(-c2ccccc2Cl)c(=O)c2ccccc2n1C
.	1.62	CC(C)Cc1nc2oc3c(N4CCN(C)CC4)ncnc3c2c2c1CCCC2
-2.4	2.28	C=CCNC(=O)C(C#N)c1nc2ccccc2nc1N1CCCCCC1 (stereo not given)
-1.8	0.22	COc1ccccc1CN1CCNC(=O)C1CC(=O)NC1CCCCCC1 (stereo not given)

Filtered by structure: the compounds so far containing two or more sulfur atoms
STK33 inh	Kir21 inh	molecule
-0.9	-0.67	O=C(NN1C(=O)/C(=C/c2cccs2)SC1=S)c1ccccc1
-2.0	.	NS(=O)(=O)c1cccc(NC(=O)CSc2n[nH]c(-c3cccs3)n2)c1
-0.3	0.75	O=S(=O)(CCSc1ccccn1)c1nc2ccccc2s1
0.3	0.2	Cc1nnc(SCCC(=O)Nc2nc(-c3ccccc3)ns2)s1
0.3	-0.51	Cc1ccc(NC(=S)Nc2nc(CC(=O)Nc3ccccc3)cs2)cc1
0.9	.	Cc1nc2ccc(NS(=O)(=O)c3c(F)cc(F)cc3Br)cc2s1
-0.1	1.79	C/C(N)=C(/C#N)C(=O)CSc1nc2cc(Cl)ccc2s1
0.0	-1.97	COc1ccc(S(=O)(=O)Nc2cccc(S(=O)(=O)N3CCCCCC3)c2)cc1
-0.6	-1.92	Cc1cc(SCC(=O)c2ccccc2)nc(SCC(=O)c2ccccc2)n1
-1.7	0.06	COCCNC(=O)C(c1ccc(C)o1)N(Cc1cccs1)C(=O)c1snc(C(N)=O)c1N (stereo not given)
-0.5	0.75	CCn1c(SCC(=O)N2CCOCC2)nc2sc3c(c2c1=O)CCCC3
-0.7	-0.05	FC(F)(F)c1nnc2sc(-c3cccs3)nn12
-0.5	0.69	Cc1ccc(S(=O)(=O)N2CCCCC2)cc1NC(=O)CSc1nnc(N)s1
-2.9	2.23	O=C1/C(=C/c2ccccc2)SC(=S)N1C1CCS(=O)(=O)C1 (stereo not given)
